# Screens as filed in PubChem BioAssay.
# CSM14.1 death rescue: protection against thapsigargin-triggered cell killing – 384-well, CSM14.1, ATP luminescence, primary screen (AID 1222) | CSM14.1 thapsigargin-induced death rescue, ATP luminescence; higher % means a stronger effect | one-dose cellular ATP content (survival), % at 20 µM; EC50 in µM for titrated hits | 190,000 tested, under 10 active;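 active = EC50 below 50 µM in the dose-response confirmation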;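 also: death triggered by thapsigargin at about 15 µM added after 2 h compound pretreatment; cell ATP read after overnight thapsigargin exposure of roughly 18 to 22 hours; normalized against plate controls of thapsigargin alone and 5% DMSO vehicle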
# P. falciparum M1AAP: P. falciparum M1AAP inhibitors, biochemical, fluorogenic H-Leu-NHMec substrate, 1536-well (AID 1445). recombinant M1AAP, H-Leu-NHMec fluorogenic kinetic assay; higher % means a stronger effect. inhibition, % at 30 µM; hits with a dose series show IC50 in µM. 220,000 compounds, 0.42% hits;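 active = primary inhibition above the hit cutoff, then over 50% inhibition at one or more dose response concentrations, cut at about 23% in these data, passing the limit was not always enough; inconclusive = conflicting primary data, or primary hits not chosen for dose response; inactive = low primary inhibition, or under 50% at every dose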;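 also: plate controls were DMSO full reaction for no effect and no enzyme background for full effect; strong numbers were not always called active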
# Ins promoter up: MIN6 insulin promoter up-regulation | AID 1625 | MIN6 insulin promoter-GFP reporter, high-content imaging; active compounds read high | 190,000 compounds, 0.3% hits | z-score at 5 µM;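 active = z-score above 3 at 5 µM with at least 500 cells counted in the well; inconclusive = wells under 500 cells, flagged as cytotoxic or low count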
# P. falciparum M17LAP: P. falciparum M17LAP inhibitors, primary screen, biochemical, fluorogenic H-Leu-NHMec substrate, 1536-well (AID 1619); 220,000 compounds, 0.38% hits; one-dose inhibition, % at 30 µM; IC50 in µM for titrated hits; recombinant M17LAP, H-Leu-NHMec fluorogenic kinetic assay; higher % means a stronger effect;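 active = compound inhibiting the enzyme by more than half at any dose during confirmatory dose-response retesting; inconclusive = strong single-dose inhibitors picked by rank but not retested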;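 also: plate controls were full reaction with DMSO carrier for no effect and no enzyme background for full effect; strong numbers were not always called active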
# Dynein transport: blocks dynein driven cargo transport along microtubules; z-score, hits read low; 3617.4 mouse cells, GR-EGFP nuclear translocation imaging; test concentration mostly 20 µM; stimulated with dexamethasone, 1 µM; active compounds read low; AID 1381; 220,000 compounds, 0.47% hits;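 active = plate z-score of nuclear minus cytoplasmic receptor signal below a set negative limit, without overly bright fluorescence or cell loss, cut at about -3.5 in these data, passing the limit was not always enough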;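 also: z-score of nuclear minus cytoplasmic ring GR-EGFP intensity difference per well; some compounds called inactive have numbers as strong as hits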
#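 Buffer or medium: tet-free medium with charcoal-stripped serum / Also added: dexamethasone agonist, 1.0 µM final, for 30 min / Timing: induction 48 h, compound 1 h, agonist 30 min / Measured by: high-content fluorescence imaging after fixation / Read-out: nuclear-to-cytoplasmic GR-EGFP distribution per well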
# Yfh1-depleted yeast: mitochondrial function rescue without frataxin homolog – Friedreich's ataxia, plus single-dose screen, dose response (AID 1465); S. cerevisiae Yfh1-off respiration, WST-1 reduction, 72 h; higher fold induction means a stronger effect; fold induction at 50 µM; hits with a dose series show EC50 in µM; 220,000 compounds, 0.074% hits;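 active = fold induction of absorbance versus untreated yeast above a set limit, then at least 30% activation at any dose in follow-up; inconclusive = repeats straddling the limit, or above it without dose testing; inactive = fold induction below the set limit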;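 also: activators that raise dye reduction in frataxin-depleted yeast; strong numbers were not always called active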
# MT stabilize HCS: microtubule stabilization, imaging screen. 200,000 compounds, 0.83% hits. % tubulin-high responders, % at 10 µM. HeLa tubulin immunostaining HCS, 24 h; share of cells brighter than vehicle mean+2SD;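 active = plate Z-score above 3 for both tubulin-high and condensed-nucleus cell shares, with cell loss under 80%, at 10 µM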;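 also: anti alpha tubulin signal scored within the nucleus-defined area of each cell; some results filed as inactive read as strong as hits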
# Lipid droplet: modulators of hepatic lipid droplet formation; AML12 mouse hepatocytes, oleate lipid droplets, BODIPY imaging; inhibition, % at 6.5 µM; 240,000 compounds, 0.4% hits; AID 1656;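 active = lipid droplet intensity inhibited by at least 50%, with more than 500 cells counted; inconclusive = wells with under 300 cells, treated as cytotoxic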
#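 Assay system: AML12 mouse liver cells | Compound: 6.5 µM single-point dosing | Schedule: Overnight exposure | Technique: Fluorescence imaging, 20x objective, two fields per well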
# Autophagy HCS: alters autophagy in cells; calls only at 10 µM (by protocol); 190,000 compounds, 0.98% hits; MEF GFP-LC3 puncta imaging; test concentration mostly 10 µM;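 active = percentage of spot-positive cells more than 3 SD above its plate mean, without a fluorescence outlier flag or 80% toxicity; inconclusive = no clear call, values can overlap the other calls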;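 also: spot-positive cell cutoff set from DMSO-treated cells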
# Dynein transport cytoplasmic EGFP: recorded beside Dynein transport, whose call it bears; z-score; measured here: cytoplasmic GR-EGFP intensity; active compounds read high
# Dynein transport nuclear GR-EGFP: recorded beside Dynein transport, whose call it bears; z-score; measured here: nuclear GR-EGFP intensity;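 lower value marks the stronger effect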
# Dynein transport cell count: also measured in Dynein transport; calls as there; z-score; measured here: cell count per field
# Ins promoter up cell count: recorded beside Ins promoter up, whose call it bears; cell count; measured here: cytotoxicity, nuclei count;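 total cells summed across four imaged fields per well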
# Lipid droplet cells 6.5 µM: recorded beside Lipid droplet, whose call it bears; cell count; measured here: cell count, cytotoxicity flag;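 cells counted across two imaged fields per well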
# MT stabilize HCS Hoechst-high %: recorded beside MT stabilize HCS, whose call it bears; % Hoechst-high responders; measured here: nuclear condensation Hoechst responders;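 share of cells brighter than vehicle mean plus two SD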
# MT stabilize HCS cytotoxicity %: recorded beside MT stabilize HCS, whose call it bears; toxicity, %; measured here: cytotoxicity by cell density;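 0% = mean cell density of plate MIN control wells and 100% = no cells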
# Autophagy HCS cell loss 18 h: recorded beside Autophagy HCS, whose call it bears; toxicity, %; measured here: cell loss, nuclei count;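 cell loss after 18 h compound exposure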
# * marks the source's active call; other numbers are inactive results; i = inactive; ? = inconclusive; nt = not tested or not shown.
SMILES,CSM14.1 death rescue,P. falciparum M1AAP,Ins promoter up,Ins promoter up cell count,P. falciparum M17LAP,Dynein transport,Dynein transport cytoplasmic EGFP,Dynein transport nuclear GR-EGFP,Dynein transport cell count,Yfh1-depleted yeast,MT stabilize HCS,MT stabilize HCS Hoechst-high %,MT stabilize HCS cytotoxicity %,Lipid droplet,Lipid droplet cells 6.5 µM,Autophagy HCS,Autophagy HCS cell loss 18 h
O=C(c1ccc(CNc2c(N3CCCC3)c(=O)c2=O)cc1)N1CCc2ccccc2C1,nt,7%,1.7,1872,9%,-0.14,-0.12,0.048,0.047,i,6.1,2.8,2.8,-12,563,nt,nt
CC(C)OCCCNC(=O)c1ccccc1Oc1ccccc1,-1.7%,-1%,0.51,958,-9%,-0.18,-0.26,-0.11,0.64,i,3.1,2.5,10,nt,nt,i,-5
COC1(OC)N=C(N)C2(C#N)C(c3ccccc3)NC(C)=CC12C#N (centres undefined),-3.7%,0%,0.68,1045,-16%,0.062,-0.16,-0.073,1,i,3.4,1.6,0.3,nt,nt,i,2
CCn1c(SCC(=O)Nc2nc(C)c(C)s2)nnc1-c1cccnc1,3.2%,3%,1.4,913,12%,0.87,-0.16,0.59,-0.11,i,2.4,2.2,4.2,3,746,i,-2
CCCC(O)(CCC)C(=O)NN1CCCCC1,0.0%,-1%,0.48,1595,-1%,0.47,-0.35,0.45,-0.27,i,1.6,2.0,9.4,nt,nt,i,-2
CCN(CC)C(=O)Cn1cc(C(=O)C(=O)NCc2cccs2)c2ccccc21,0.2%,14%,-0.19,1075,23%,-0.11,-0.29,-0.029,0.41,nt,3.5,2.7,7.8,16,731,i,13
O=C(Nc1nnc(SCc2c(Cl)cccc2Cl)s1)C1CCCO1 (centres undefined),0.1%,3%,0.2,1565,6%,-0.49,-0.0075,0.5,0.73,i,2.1,1.4,2.1,nt,nt,i,-25
Cc1ccc2c(c1)c1ncn(CCC3=CCCCC3)c(=O)c1n2C,-0.6%,1%,0.46,1271,10%,-0.97,-0.13,-0.27,0.78,i,5.3,2.7,7.8,nt,nt,i,0
CCn1nc(C(=O)Nc2ccc(S(=O)(=O)Nc3nccs3)cc2)c2ccccc2c1=O,3.9%,17%,0.38,822,17%,1.1,-0.11,0.64,0.15,nt,2.5,3.1,16,5,752,i,10
CCOC(=O)N1CCN(C(=O)c2ccc3c(c2)NC(=O)C(N2CCOCC2)S3)CC1 (centres undefined),-1.7%,-3%,-1.1,1019,-8%,0.14,0.3,0.36,-0.16,nt,4.2,4.8,21,nt,nt,i,47
C=CCn1c(NCc2ccc(N(C)C)cc2)nc2ccccc21,-2.5%,0%,-0.79,1535,-4%,-0.64,-0.25,-0.39,0.46,nt,2.7,3.4,6.4,0,683,i,-8
OC(CN1CCCCC1)CN(c1ccccc1)c1ccccc1 (centres undefined),-1.6%,2%,-4,743,4%,-0.92,-0.19,-0.59,2.4,i,1.7,1.6,11,nt,nt,i,-7
O=C(O)Cc1ccc(C(=O)c2ccc(Cl)cc2)s1,-0.6%,9%,nt,nt,21%,0.33,-0.24,0.12,0.11,i,1.9,1.7,2.6,9,824,i,0
CCOc1ccc(S(=O)(=O)N(CC)CC)cc1NS(=O)(=O)c1ccc(F)c(F)c1F,-2.1%,1%,0.09,1402,-22%,0.061,0.3,0.49,-0.39,i,2.3,2.2,7.8,-8,588,i,-2
Cc1cc2c(C)nc(N/N=C/c3ccccc3)nc2o1,-1.2%,8%,-0.27,1315,26%,1.1,-0.28,0.35,-0.63,i,1.8,1.8,6.3,-4,589,i,2
CCOc1ccc2nc(N3CCC(C(=O)NCCCN4CCOCC4)CC3)sc2c1,nt,4%,1.6,1004,2%,-0.095,-0.25,-0.078,0.55,i,nt,nt,nt,-6,685,nt,nt
CCOC(=O)C(=O)C1=C(N2CCOCC2)/C(=C\c2cccc([N+](=O)[O-])c2)CC1,1.4%,?,0.87,1374,31%,-0.16,-0.21,-0.36,-0.32,i,0.9,3.9,12,-2,681,i,-56
O=C(CCC1CCCC1)N[C@@H](Cc1ccc(O)cc1)C(=O)O,0.4%,7%,0.43,1355,-1%,-0.72,-0.26,-0.18,0.84,i,4.0,1.5,8.7,-2,735,i,-73
Cc1nc(-c2ccccn2)sc1C(=O)Nc1ccc(F)cc1F,-0.9%,-1%,0.07,1648,-10%,-0.11,-0.18,-0.26,0.46,i,1.9,1.6,7.4,nt,nt,i,1
O=C(Nc1nc2ccccc2s1)C1CC(=O)N(c2ccc(Br)cc2)C1 (centres undefined),0.7%,8%,nt,nt,14%,-0.82,-0.28,-0.49,0.62,i,1.5,0.9,0.6,-9,780,i,-3
CSc1nc(-c2ccccc2)c(C#N)c(=O)[nH]1,nt,2%,-0.67,1092,-7%,-0.17,-0.27,0.44,-0.13,i,nt,nt,nt,17,620,nt,nt
CCOC(=O)c1cccc(NC(=O)/C=C/c2cccc([N+](=O)[O-])c2)c1,0.1%,5%,-0.17,1631,8%,-0.7,-0.13,-0.098,0.18,i,1.6,1.9,8.1,nt,nt,i,13
O=C1CN(C(=O)CNC(=O)c2ccccc2Cl)c2ccccc2N1,0.5%,8%,1.1,1162,-2%,-1.2,0.31,0.093,0.06,i,1.8,1.5,2.5,3,663,i,6
C=CCNc1sc(C(=O)C2CC2)c(N)c1C#N,-2.7%,2%,nt,nt,0%,1.8,0.071,2,-1.5,i,2.3,3.5,7.0,10,754,i,-8
CC1CCN(S(=O)(=O)c2ccc(C(=O)Nc3ccccc3-c3nc4ccccc4[nH]3)cc2)CC1,0.3%,14%,-0.62,1258,8%,0.37,-0.19,0.36,-0.68,i,3.3,19,3.9,-25,619,i,13
COc1nn(CC(=O)N2N=C(C(F)F)CC2(O)C(F)F)cc1[N+](=O)[O-] (centres undefined),-1.5%,-4%,0.14,1137,9%,1.1,-0.23,0.75,-1.2,i,3.5,1.1,4.1,0,691,i,-5
O=C(CC12CC3CC(CC(C3)C1)C2)Nc1ccc2c(c1)COC2=O,-2.0%,5%,-0.71,1208,8%,-0.76,-0.17,0.45,0.25,i,3.3,2.5,8.4,nt,nt,i,-33
COCCn1c(SCC(=O)Nc2ccc3[nH]c(=O)[nH]c3c2)nc2ccccc2c1=O,nt,-6%,0.72,821,-7%,0.67,-0.68,0.29,-0.85,i,nt,nt,nt,2,591,nt,nt
COc1cc(S(=O)(=O)N2CCCC2)c(C)cc1C,nt,8%,-0.16,1338,-3%,-0.11,-0.26,-0.055,0.1,i,1.4,2.0,8.8,27,670,i,5
CN(C)CCNC(=O)Cc1ccc([N+](=O)[O-])cc1,-1.2%,-1%,0.12,1261,-13%,-0.42,-0.26,-0.13,0.75,i,2.9,2.4,0.0,-31,501,i,2
COCc1cc(C)nc2sc(C(=O)N3CCN(c4ccccc4)CC3)c(N)c12,1.3%,14%,0.76,938,4%,-0.16,-0.24,0.073,0.68,i,2.6,5.1,9.1,nt,nt,i,10
CC(C(=O)NN)c1ccc([N+](=O)[O-])cc1 (centres undefined),-0.2%,0%,0.42,1595,5%,-1,-0.29,-0.05,0.38,i,2.0,3.5,4.6,10,706,i,6
CC(O)c1n(C)c(Cl)c[n+]1C (centres undefined),1.2%,35%,-1.7,946,-8%,-0.18,-0.21,0.12,1,nt,1.0,1.4,15,nt,nt,i,-26
O=C(NC(Cc1c[nH]c2ccccc12)C(=O)N/N=C/c1ccc(Cl)cc1)c1cccs1 (centres undefined),-2.3%,1%,-0.53,1430,-5%,-0.87,-0.18,-0.34,0.57,i,2.7,1.4,8.9,nt,nt,i,13
O=S(=O)(c1ccccc1)c1cccc(S(=O)(=O)N2CCCCC2)c1,-0.3%,4%,3,1285,-10%,-1.4,-0.13,-0.62,2.3,i,2.3,4.6,8.1,8,803,i,6
O=C(O)c1cccc(S(=O)(=O)Nc2ccc3c(c2)OCO3)c1,-1.5%,9%,-0.14,1003,18%,-0.93,-0.28,0.19,0.81,i,2.1,2.1,6.5,nt,nt,i,11
CCN(CC)CCNc1nc2nonc2nc1NCCN(CC)CC,nt,2%,-0.4,1086,5%,-0.54,-0.72,-0.48,-0.024,i,nt,nt,nt,-10,654,nt,nt
c1ccc(-c2noc(C3CCCCC3)n2)nc1,-2.7%,-4%,nt,nt,-4%,-0.34,-0.28,0.099,-0.0025,i,1.3,1.4,30,-14,648,i,-1
Cc1cc(N2CCN(c3nnnn3-c3ccccc3)CC2)n2ncnc2n1,-2.1%,2%,0.38,1059,2%,-0.41,-0.25,-0.0002,0.78,i,4.8,1.7,4.2,nt,nt,i,-4
Cc1ccc2nc3c(c(Nc4ccc5c(c4)OCCO5)c2c1)CCC3,-5.1%,11%,-1.8,633,6%,-1,-0.2,-0.84,0.69,i,3.2,6.1,1.1,-8,699,i,1
Cc1cc(C)c(S(=O)(=O)N(C)CC(=O)NCc2ccncc2)c(C)c1,-0.8%,-3%,0.83,1477,-5%,0.81,0.12,0.27,-0.28,i,1.8,2.1,7.7,-12,696,i,-5

# Rows are unselected; any-hit rate near 3.5%.
